LYPLA1 counter: LYPLA1 inhibitors, primary screen, counter-screen for PME1 inhibitor project, biochemical, fluorescence polarization, FP-Rh probe ABPP. Acyl-protein thioesterase 1 (Homo sapiens), O75608. recombinant LYPLA1. inhibition, % at 5.9 µM. hit rate 0.16% among 320,000. AID 2174, 2009;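 active = inhibition above the mean of all tested compounds plus 3 SD, set per campaign, cut at about 14% in these data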;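 also: inhibitors block serine hydrolase probe labeling of LYPLA1 so polarization falls; 0% = enzyme with DMSO and 100% = wells lacking LYPLA1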
Target sequence (O75608 whole entry, looked up): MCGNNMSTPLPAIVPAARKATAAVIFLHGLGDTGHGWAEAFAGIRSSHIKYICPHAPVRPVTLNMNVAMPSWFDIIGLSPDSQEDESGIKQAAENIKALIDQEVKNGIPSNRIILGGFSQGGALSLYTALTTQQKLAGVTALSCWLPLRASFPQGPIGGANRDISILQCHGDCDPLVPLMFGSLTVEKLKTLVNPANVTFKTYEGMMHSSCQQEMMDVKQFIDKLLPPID
PAFAH1B3 FP inh: PAFAH1B3 enzyme inhibitors, primary screen, biochemical, fluorescence polarization, human; AID 492972, 2010; hit rate 0.28% among 340,000; inhibition, % at 3.39 µM; Platelet-activating factor acetylhydrolase IB subunit alpha1 (Homo sapiens), Q15102; recombinant PAFAH1B3, FP-rhodamine probe;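 active = inhibition above the screen-wide average of all tested compounds plus 3 SD, cut at about 25% in these data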;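 also: 0% = enzyme with DMSO only and 100% = wells lacking PAFAH1B3 protein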
GSTO1 inh: inhibitors of recombinant GSTO1, primary screen, counter-screen for RBBP9 inhibitor project, biochemical, fluorescence polarization. Glutathione S-transferase omega-1 (Homo sapiens), P78417. activity-based probe fluorescence polarization. inhibition, % at 5.96 µM. hit rate 1.1% among 300,000. AID 1974, 2009;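 active = inhibition above the campaign mean inhibition plus 3 SD, cut at about 35% in these data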;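 also: 0% = GSTO1-1 with DMSO and 100% = wells lacking GSTO1-1 enzyme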
LYPLA2 counter: LYPLA2 inhibitors, primary screen, counter-screen for PME1 inhibitor project, biochemical, fluorescence polarization, FP-Rh probe ABPP; recombinant LYPLA2; inhibition, % at 5.9 µM; hit rate 0.38% among 320,000; AID 2177, 2009;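 active = inhibition above the screen-wide mean plus 3 SD, limit set per campaign, cut at about 26% in these data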;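 also: 0% = LYPLA2 with DMSO and 100% = wells lacking LYPLA2 enzyme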
PAD4 FP inh: human PAD4 inhibitors, primary screen, biochemical, fluorescence polarization, 1536-well format. inhibition, % at 6.36 µM. AID 485272, 2010. Protein-arginine deiminase type-4 (Homo sapiens), Q9UM07. recombinant PAD4, RCA probe fluorescence polarization. hit rate 0.41% among 330,000;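 active = percent inhibition above a cutoff equal to the mean of all tested compounds plus 3 SD, cut at about 15% in these data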;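 also: 0% = PAD4 with RCA probe and DMSO and 100% = probe without PAD4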
pPAFAH inh: pPAFAH enzyme inhibitors, primary screen, biochemical, fluorescence polarization, human | Platelet-activating factor acetylhydrolase (Homo sapiens), Q13093 | recombinant pPAFAH, FP-rhodamine probe fluorescence polarization | inhibition, % at 3.39 µM | hit rate 1.5% among 330,000;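 active = inhibition above the mean inhibition across the screen plus 3 SD, cut at about 25% in these data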;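 also: inhibitors block binding of the rhodamine activity-based probe so polarization drops; 0% = enzyme with DMSO and 100% = wells lacking pPAFAH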
Target sequence (Q13093 whole entry, looked up): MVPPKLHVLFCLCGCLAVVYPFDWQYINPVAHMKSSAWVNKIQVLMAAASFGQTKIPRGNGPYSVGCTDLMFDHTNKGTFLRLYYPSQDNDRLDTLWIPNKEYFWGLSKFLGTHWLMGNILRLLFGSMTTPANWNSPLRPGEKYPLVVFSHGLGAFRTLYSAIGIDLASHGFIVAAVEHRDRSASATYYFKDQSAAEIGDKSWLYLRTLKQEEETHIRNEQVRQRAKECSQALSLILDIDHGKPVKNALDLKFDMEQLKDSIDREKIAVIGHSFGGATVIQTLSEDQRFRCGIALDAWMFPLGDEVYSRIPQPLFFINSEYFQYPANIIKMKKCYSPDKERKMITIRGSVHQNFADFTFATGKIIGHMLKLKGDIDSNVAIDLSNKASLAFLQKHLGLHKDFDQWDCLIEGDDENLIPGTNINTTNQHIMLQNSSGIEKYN
PME-1 primary: PME-1 inhibitors via competitive probe labeling, primary screen, biochemical, fluorescence polarization, FP-Rh probe, HTS | Protein phosphatase methylesterase 1 (Homo sapiens), Q9Y570 | recombinant PME-1 | inhibition, % at 5.9 µM | hit rate 0.53% among 320,000 | AID 2130, 2009;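 active = inhibition above the campaign mean of all compounds plus 3 SD, cut at about 26% in these data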;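 also: competitive labeling of PME-1 active site by serine hydrolase directed probe; 0% = PME-1 with DMSO and 100% = wells lacking PME-1 enzyme; inhibitors block probe labeling so polarization falls and inhibition rises; many of its hits are not listed in these tables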
PREPL inhibitor: PREPL enzyme inhibitors, primary screen, biochemical, fluorescence polarization | Prolyl endopeptidase-like (Homo sapiens), Q4J6C6 | recombinant PREPL, fluorescence polarization activity-based probe | inhibition, % at 5.96 µM | hit rate 0.68% among 320,000 | AID 2751, 2010; in the data active = inhibition above about 43%;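 also: 0% = enzyme with DMSO and 100% = wells lacking enzyme; many of its hits are not listed in these tables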
PAFAH1B2 inh: PAFAH1B2 enzyme inhibitors, primary screen, biochemical, fluorescence polarization, human | recombinant PAFAH1B2, FP-rhodamine activity probe | inhibition, % at 3.39 µM | hit rate 1.2% among 340,000 | AID 492953, 2010;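 active = inhibition above the mean of all tested compounds plus 3 SD, cut at about 24% in these data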;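 also: 0% = enzyme with DMSO and 100% = wells lacking PAFAH1B2; many of its hits are not listed in these tables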
Target sequence (P68402 whole entry, looked up): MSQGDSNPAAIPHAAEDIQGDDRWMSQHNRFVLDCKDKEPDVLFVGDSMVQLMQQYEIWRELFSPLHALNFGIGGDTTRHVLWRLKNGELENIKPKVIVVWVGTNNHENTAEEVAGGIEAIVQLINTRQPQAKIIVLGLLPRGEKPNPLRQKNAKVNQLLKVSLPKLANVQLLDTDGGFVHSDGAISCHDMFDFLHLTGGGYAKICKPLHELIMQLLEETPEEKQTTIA
Active calls of the source: *; . = not tested or not shown. Only part of the results is shown (hit frequency here may not be typical).

SMILES	LYPLA1 counter	PAFAH1B3 FP inh	GSTO1 inh	LYPLA2 counter	PAD4 FP inh	pPAFAH inh	PME-1 primary	PREPL inhibitor	PAFAH1B2 inh
COc1cc(OC)c2c(=O)c(OC)c(-c3ccc(OC)c(OC)c3)oc2c1	0	2	-1	-2	-3	-9	-3	6	3
CC(C)CC(CO)N1CCN(C(=O)c2cccc(Cl)c2)CCC1=O (configuration not stated)	3	1	4	0	2	4	0	19	-6
CC(=O)c1cc2c(cc1NC(=O)Nc1cccc(Cl)c1)OCCO2	0	10	-6	7	-3	0	-6	14	-2
COc1ccc(OC)c(N(C(=O)c2ccco2)C(C(=O)NC2CCCC2)c2cc(OC)c(OC)c(OC)c2)c1 (configuration not stated)	-4	4	-7	-7	-3	1	0	8	9
Cc1oc(-c2ccccc2Cl)nc1CS(=O)(=O)CC(=O)N1CCOCC1	0	-3	-1	-1	1	6	0	7	-1
Cc1ccc2cccc(OCc3ccc(F)cc3)c2n1	-2	2	5	-2	1	5	0	1	1
CN(Cc1cccs1)C(=O)CN1C(=O)c2ccccc2S1(=O)=O	1	2	.	7	3	4	-2	0	-4
CCOC(=O)C1CCCCN1C(=O)CCc1nnc(-c2ccc3c(c2)OCO3)o1 (configuration not stated)	5	2	4	6	2	4	2	-3	1
O=C(COc1cccnc1[N+](=O)[O-])NCc1cccs1	5	1	12	8	-5	5	1	0	0
Cc1ccc(N=C(N(C)C)P(=O)(N(C)C)N(C)C)c(C)c1	0	8	-6	0	-2	4	-5	-3	8
CCOc1ccc(CCNC(=O)CS(=O)Cc2nc(-c3ccc(OC)cc3)oc2C)cc1OCC (configuration not stated)	2	1	1	2	-3	3	-4	11	4
O=C(CS(=O)(=O)c1c[nH]c2ccccc12)Nc1ccc(F)cc1	0	5	1	-2	-2	2	-1	-18	10
Cc1ccc(CNc2ncnc(N)c2[N+](=O)[O-])cc1	-1	4	8	2	-6	6	2	-10	2
O=C(CNC(=O)c1ccc(Cl)cc1)OC1CCOC1=O (configuration not stated)	6	2	-3	1	-6	5	0	-4	3
COc1ccc([C@@H]2[C@@H]3C(=O)N(C(C)(C)C)C(=O)[C@@H]3[C@]3(CC(C)C)C(=O)N(c4ccc(C(F)(F)F)cc4)C(=O)N23)cc1	0	11	3	-5	4	1	0	-1	5
O=S(=O)(Cc1ccccc1)N1CCCC1	-2	-4	-3	0	1	1	-1	-2	2
O=C(Cc1ccccc1)Nc1ccc(CN2CCOCC2)cc1	1	9	-3	7	-1	3	-4	-1	3
CCOC(=O)c1cnn(-c2sc(C(=O)OCC)c(C)c2C(=O)OCC)c1N	1	18	11	1	0	6	0	18	8
CNS(=O)(=O)c1cccc(C(=O)OCC(=O)c2cc(C)n(-c3ccc4c(c3)OCO4)c2C)c1	-7	-5	-4	-13	-7	6	0	-20	-8
O=C(c1ccc(F)cc1)N1CCN(Cc2ccccc2)CC1	-1	8	-2	-4	5	2	1	8	-1
CCCCNc1ccc(C(=O)Nc2cccc(C)n2)cc1[N+](=O)[O-]	0	5	-2	0	-9	6	-1	15	10
CCC(=O)Nc1cccc(Oc2nc(C)cc(C)c2C#N)c1	-2	4	0	2	-2	-2	0	-1	-3
CCOC(=O)C1(CC2CCCCO2)CCN(C(=O)Nc2ccc(C(=O)OC)cc2)CC1 (configuration not stated)	-5	-4	-4	-6	4	4	-16	9	1
CC(C)N1C(=O)CCC1C(=O)NCc1cccs1 (configuration not stated)	-2	-3	7	-2	2	5	0	-2	2
COC(=O)Nc1ccc(S(=O)(=O)NNC(=O)c2c(O)c3ccccc3[nH]c2=O)cc1	-3	2	-4	-3	4	0	-5	0	7
SMILES	LYPLA1 counter	PAFAH1B3 FP inh	GSTO1 inh	LYPLA2 counter	PAD4 FP inh	pPAFAH inh	PME-1 primary	PREPL inhibitor	PAFAH1B2 inh
O=C(Nc1nc(-c2ccccc2)cs1)c1ccco1	-4	2	-8	-1	2	1	-2	-10	4
Cc1ccc(C(=O)C(C)OC(=O)Cc2n[nH]c(=O)c3ccccc23)cc1C (configuration not stated)	-2	-1	3	5	6	4	9	-2	5
CCCOC(=O)c1ccc(Oc2cn[nH]c2-c2ccc(OCC(=O)NN)cc2O)cc1	-15	5	-19	-33	2	2	-28	1	6
Cc1c(C(=O)Nc2ccc(S(=O)(=O)N3CCOCC3)cc2)cccc1[N+](=O)[O-]	2	-2	0	5	4	4	3	17	-3
O=C(CCC1CCCN(C(=O)C2=CCCCC2)C1)N1CCN(c2ccccn2)CC1 (configuration not stated)	1	12	8	1	1	16	0	13	-4
CCOC(=O)c1cc(OC(=O)c2cccs2)n(-c2ccccc2)n1	-3	3	0	0	-1	-3	5	22	1
CC(C)CC(=O)Nc1cccc(-c2csc(-c3ccccc3)n2)c1	-26	1	-15	-46	-2	-14	-46	-7	-1
COc1ccc(CCNC(=O)c2ccc(Cl)nc2)cc1	0	-4	4	0	0	3	-1	0	12
Cc1ccc(-c2nnn(CC(=O)NCCC3=CCCCC3)n2)cc1	-1	5	6	-3	-4	-1	-2	-9	7
Cc1ccc(S(=O)(=O)Nc2cc(Cl)c(O)cc2C)cc1	-1	9	6	-3	2	5	6	3	3
CC(=O)Nc1ccc(C(=O)N/N=C/c2ccc(F)cc2)cc1	0	-1	0	-5	-5	-6	-11	4	4
CCOc1ccc(S(=O)(=O)N(C)c2ccc(OCC(=O)NCc3ccc(C(=O)OC)cc3)cc2)cc1	-1	-2	-12	-2	-3	10	-5	-5	5
Cc1cc(NC(=O)c2cc([N+](=O)[O-])ccc2Cl)no1	0	-5	-3	0	-1	0	0	4	2
Cc1cccc(/C=C/c2onc(C)c2[N+](=O)[O-])n1	-2	.	-4	-4	-2	-1	2	-3	.
Cc1nnc(SCC(=O)Nc2ccc3c(c2)OCO3)n(N)c1=O	0	3	28	-2	-2	5	1	2	0
COc1ccc2[nH]c(=O)c(CN(Cc3cccs3)C(=S)Nc3cccc(C)c3)cc2c1	-16	-21	-8	-24	2	2	-9	1	-8
CCOc1cc(N2CCOCC2)c(OCC)cc1NC(=O)COc1ncnc2ccc(Br)cc12	-1	3	21	-7	-4	-6	-7	-1	-1
CC(C)NS(=O)(=O)c1ccc(OCC(=O)NCc2cccnc2)cc1	-2	2	1	-6	-4	4	-4	-10	1
O=C(Nc1nc(N2C(=O)c3ccccc3C2=O)n(-c2ccccc2)n1)c1ccccc1	-1	-1	4	15	-5	1	3	8	4
Cc1cc(NC(=S)N(Cc2ccc(Br)cc2)Cc2ccc(C(=O)O)cc2)ccc1Cl	-4	5	-32	1	-3	4	-1	-12	32*
CCCn1c(=N)c(C#N)cc2c(=O)n3cccc(C)c3nc21	1	.	-14	-4	-3	5	12	-2	.
N#Cc1ccc(S(=O)(=O)N2CCCN(c3ccc(C(F)(F)F)cn3)CC2)cc1	2	.	-3	7	-4	1	2	-55	.
O=C(CCn1nnc2ccccc21)Nc1nnc(Cc2ccccc2)s1	-8	8	8	-1	-4	8	-5	-5	27*
CC(C)=C1C(=O)NN(c2cccc(Cl)c2)C1=O	-3	6	17	-4	-3	23	8	7	8
Cc1cc(C2C(=O)c3ccccc3C2=O)c(C)c(C)c1C	-1	-1	-9	0	1	8	3	4	4
SMILES	LYPLA1 counter	PAFAH1B3 FP inh	GSTO1 inh	LYPLA2 counter	PAD4 FP inh	pPAFAH inh	PME-1 primary	PREPL inhibitor	PAFAH1B2 inh
Cc1ccc(NC(=O)CSc2nc(O)cc(=O)n2-c2ccc(C)cc2)cc1	-14	-6	-11	-35	-3	-9	-32	-6	-2
CC(C)Sc1nc2ccc(N3C(=O)C4CCCCC4C3=O)cc2s1 (configuration not stated)	0	8	-6	3	3	3	-4	-12	-1
CC(C)(C)NC(=O)Cn1c(SCC(=O)NCc2cccs2)nc2ccccc21	-5	-2	4	-8	5	-6	1	1	2
Cc1cc(C(=O)Cn2ncc(Cl)c(Cl)c2=O)c(C)n1CC(F)(F)F	-1	-6	10	8	2	-1	2	14	-3
COc1ccc(CCNC(=O)C2CC(c3cc(C(F)(F)F)cc(C(F)(F)F)c3)=NO2)cc1 (configuration not stated)	-2	13	19	2	4	4	-1	12	8
Cc1nc(-c2ccc(S(=O)(=O)Nc3cccc(S(N)(=O)=O)c3)s2)cs1	-1	.	4	-6	-2	1	-1	4	.
CCC(C(=O)Nc1cccnc1)c1ccccc1 (configuration not stated)	-1	5	10	-5	3	-3	-1	-2	8
O=C(CN(c1ccccc1)S(=O)(=O)c1ccc(F)cc1)NC1CCS(=O)(=O)C1 (configuration not stated)	-3	14	7	0	-4	-1	-5	-5	2
COc1ccc(Cc2noc(-c3ccc(OC)c(OC)c3)n2)cc1OC	-1	8	-2	5	0	8	2	9	3
CCCC(=O)Nc1ccc(C(=O)N/N=C/c2ccc[nH]2)cc1	0	2	-8	2	-7	7	0	2	-2
CN1CCC(C2(O)c3ccccc3CSc3sccc32)CC1 (configuration not stated)	2	5	-11	0	-5	-3	1	42	1
COC(=O)c1cc(C(=O)OCC(=O)N2CCCCC2)cc([N+](=O)[O-])c1	.	1	.	.	0	7	.	7	4
Cc1occc1C(=O)Nc1cc(C(C)(C)C)on1	-2	-1	-4	3	-2	4	-1	6	0
O=C(c1cnsn1)N1CCN(c2ccccc2)CC1	0	1	-2	-4	1	-3	-1	20	2
O=c1c2ccccc2cnn1Cc1n[nH]c(=S)n1-c1ccc(Cl)cc1	5	0	2	4	-4	1	-6	1	6
COc1cccc(C(=O)NC2CCN(C(=O)N3c4ccccc4Sc4ccccc43)CC2)c1	-8	6	-3	-4	-2	7	-3	4	-2
COCCn1c(=O)[nH]c2cc(C(=O)NCCCN3CCN(c4ccc(F)cc4)CC3)ccc2c1=O	-4	-2	0	-6	-5	5	1	-3	3
O=C(OCc1nc2ccccc2s1)c1ccc(Br)s1	-2	3	3	-4	8	11	5	7	1
CC(C)(C)c1cc(CNC2CS(=O)(=O)C[C@@H]2O)cc(C(C)(C)C)c1O (some centres not stated)	1	-5	-2	-2	0	0	0	-1	-4
Cc1ccc(C)c(OCc2nnc(N)s2)c1	2	5	8	4	6	3	-5	11	-7
CC1(C)CC(NC(=O)c2cccc(S(=O)(=O)N(Cc3ccccc3)c3ccccc3)c2)CC(C)(C)N1	3	2	3	1	0	-9	-3	5	2
O=C(NCc1ccco1)c1ccc(S(=O)(=O)N2CCCCCC2)cc1	1	2	.	-1	2	2	1	-2	-1
NS(=O)(=O)c1ccc(NC2(C(=O)O)CCCC2)cc1	-1	6	6	-2	-1	3	1	9	5
C=CCNC(=O)/C(C#N)=C/c1c(N2CCCCCC2)nc2ccccn2c1=O	2	3	-2	-1	-8	2	4	7	5
CCNc1nc(NC(C)C)nc(ON=C(C)C)n1	-3	.	-1	-2	0	1	4	0	.
C(=N\n1cnnc1)/c1ccc2c(c1)OCCO2	2	4	-2	3	18*	3	3	4	1
